MBD2 DNA inh: inhibitors of MBD2 binding to methylated DNA, primary screen, biochemical, TR-FRET, DNA-binding domain, human; inhibition, % at 4.4 µM; Methyl-CpG-binding domain protein 2 (Homo sapiens), Q9UBB5; MBD2 binding to methylated oligonucleotide; hit rate 0.31% among 370,000; in the data active means inhibition above about 13%
PRMT1 FP inh: PRMT1 methyltransferase inhibitors, primary screen, biochemical, fluorescence polarization; Protein arginine N-methyltransferase 1 (Homo sapiens), Q99873; inhibition, % at 2.79 µM; recombinant PRMT1, activity-based probe fluorescence polarization; hit rate 1.3% among 370,000; AID 652257, 2013;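 active means inhibition above about 21% made by adding two undisclosed values, limit read from the data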
PG9 Ab binder: binders of HIV-1 gp120 antibody PG9, primary screen, biochemical, TR-FRET; HIV-1 gp120 / PG9 antibody interaction; TR-FRET gp120-PG9 antibody binding; inhibition, % at 6.7 µM; hit rate 0.43% among 360,000; in the data active means inhibition above about 8.5%
NR1D1 modulator: modulators of Rev-erb alpha DNA binding, primary screen, biochemical, FITC-DNA, fluorescence polarization, uHTS; Nuclear receptor subfamily 1 group D member 1 (Homo sapiens), P20393; Rev-erbα–FITC-DNA binding, 90 min; activity, % at 10 µM; hit rate 0.79% among 370,000; AID 1259318, 2017;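 active means activity above about 14%, limit read from the data; passing the limit was not always enough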;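 further: 0% = DMSO wells with 35 nM protein and 100% = DMSO wells with 750 nM protein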
Target sequence (P20393 whole entry, looked up): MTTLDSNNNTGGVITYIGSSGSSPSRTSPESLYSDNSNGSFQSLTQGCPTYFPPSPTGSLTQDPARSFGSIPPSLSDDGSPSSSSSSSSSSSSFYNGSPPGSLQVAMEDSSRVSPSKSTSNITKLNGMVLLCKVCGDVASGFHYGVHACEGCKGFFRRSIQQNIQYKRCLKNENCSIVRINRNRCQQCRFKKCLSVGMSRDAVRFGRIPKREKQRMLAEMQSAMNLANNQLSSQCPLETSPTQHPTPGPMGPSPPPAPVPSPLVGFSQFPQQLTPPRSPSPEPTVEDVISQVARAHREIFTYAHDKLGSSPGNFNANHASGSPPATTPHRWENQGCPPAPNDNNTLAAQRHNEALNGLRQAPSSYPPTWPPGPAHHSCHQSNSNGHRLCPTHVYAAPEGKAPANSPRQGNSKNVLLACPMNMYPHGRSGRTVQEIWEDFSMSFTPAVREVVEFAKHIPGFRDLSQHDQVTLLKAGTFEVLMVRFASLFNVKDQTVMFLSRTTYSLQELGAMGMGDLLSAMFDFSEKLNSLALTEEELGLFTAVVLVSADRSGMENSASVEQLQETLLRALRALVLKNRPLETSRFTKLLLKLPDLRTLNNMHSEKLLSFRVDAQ
mABHD4 FP: ABHD4 inhibitors, primary screen, biochemical, fluorescence polarization, mouse; hit rate 0.54% among 370,000; purified mABHD4, FP-Rh probe fluorescence polarization; inhibition, % at 8.92 µM; (Lyso)-N-acylphosphatidylethanolamine lipase (Mus musculus), Q8VD66;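 active means inhibition exceeding the mean over every tested compound plus 3 SD, cut at about 30% in these data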;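 further: 0% = plate median of compound wells and 100% = S159A mutant with DMSO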
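System: mouse ABHD4 enzyme, wild type / Medium: HEPES pH 7.0, NaCl, Pluronic buffer / Reagent: FP-Rh activity-based fluorescent probe / Control set: S159A mutant high control, sample median low control / Detection: fluorescence polarization with parallel and perpendicular emission, 525/598 nm / Schedule: 45 min + 60 min at 25 °C / Compound dosing: 8.92 µM, single dose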
LEDGF integ inh: blockers of LEDGF/p75-dependent integrase strand transfer – biochemical, TR-FRET, high throughput, primary screen; HIV-1 integrase (with human LEDGF/p75); TR-FRET IN-LEDGF/p75 DNA integration, Eu/Cy5; inhibition, % at 3.7 µM; hit rate 0.64% among 370,000; AID 743269, 2014;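 active means inhibition above the screen-wide mean plus 3 SD, cut at about 13% in these data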;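 further: signal is the Cy5 over europium emission ratio at 671 and 618 nm; 0% = plate median of compound wells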
UHRF1 MBD2 ctr: UHRF1 methylated DNA binding inhibitors, primary screen, counter-screen for MBD2 inhibitor project, biochemical, TR-FRET, human UHRF1, single concentration; UHRF1 binding to methylated oligo; hit rate 0.75% among 370,000; E3 ubiquitin-protein ligase UHRF1 (Homo sapiens), Q96T88; AID 687016, 2013; inhibition, % at 4.4 µM; in the data active means inhibition above about 21%;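 further: UHRF1 SRA domain binding a hemimethylated CpG hairpin DNA probe; 0% = median of test compound wells and 100% = reference inhibitor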
rCAG RNA binder: binders of r(CAG) RNA repeats, primary screen, biochemical, fluorescence; hit rate 1.3% among 370,000; inhibition, % at 3 µM; r(CAG) RNA repeat, TO-PRO-1 dye displacement fluorescence;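 active means inhibition above the plate cutoff, the mean of all test compounds on that plate plus 3 SD, cut at about 35% in these data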;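 further: 0% = DMSO alone and 100% = 100 µM mitoxantrone as full dye displacement; higher means more dye released from RNA so lower well fluorescence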
HTRA1 inh: HTRA1 serine protease inhibitors, primary screen, biochemical, fluorescence polarization, HTS; hit rate 0.5% among 340,000; inhibition, % at 5.96 µM; recombinant HTRA1, FP-rhodamine activity-based probe; AID 504803, 2011; in the data active means inhibition above about 36%;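 further: 0% = enzyme with DMSO and 100% = wells lacking enzyme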
Target sequence (Q92743 whole entry, looked up): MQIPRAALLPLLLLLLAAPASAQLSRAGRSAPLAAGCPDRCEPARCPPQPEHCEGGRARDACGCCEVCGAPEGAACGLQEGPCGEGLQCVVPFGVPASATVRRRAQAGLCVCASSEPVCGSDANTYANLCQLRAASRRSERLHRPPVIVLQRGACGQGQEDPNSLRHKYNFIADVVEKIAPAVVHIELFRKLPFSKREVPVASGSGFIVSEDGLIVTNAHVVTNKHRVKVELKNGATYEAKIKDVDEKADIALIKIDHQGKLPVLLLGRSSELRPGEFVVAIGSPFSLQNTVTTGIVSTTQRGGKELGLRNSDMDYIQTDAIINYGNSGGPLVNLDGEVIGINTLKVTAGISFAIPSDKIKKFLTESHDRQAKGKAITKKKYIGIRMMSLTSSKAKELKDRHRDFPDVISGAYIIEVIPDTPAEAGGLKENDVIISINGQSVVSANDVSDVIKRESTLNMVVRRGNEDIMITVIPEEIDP
TCR-CD3 inh: inhibitors of human TCR-CD3 interaction, primary screen, biochemical, fluorescence, TAMRA-labeled TCR probe; T-cell receptor (TCR); inhibition, % at 9.4 µM; hit rate 0.37% among 360,000; in the data active means inhibition above about 19%;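 further: recombinant mutant TCR 2C K166C tagged with TAMRA read by polarization; 0% = receptor in buffer alone and 100% = receptor with positive control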
Starred values were filed as active, the others as inactive; . = not tested or not shown. Only part of the results is shown. The share of hits here may be higher or lower than overall.

SMILES	MBD2 DNA inh	PRMT1 FP inh	PG9 Ab binder	NR1D1 modulator	mABHD4 FP	LEDGF integ inh	UHRF1 MBD2 ctr	rCAG RNA binder	HTRA1 inh	TCR-CD3 inh
CSc1cccc(CN2CCN(CCc3ccccc3)C(CCO)C2)c1 (stereo unspecified)	6	-2	-0.9	-1	0	1	-1	-6	1	-4
CCc1ccc(OCC(=O)N2CCN(c3ccccn3)CC2)c(Br)c1	5	-6	-2.7	2	-7	1	0	-10	-13	8
CC(=O)Nc1cnc(-c2ccccc2C(C)=O)cn1	1	-2	0.3	-2	5	1	3	0	.	2
COc1ccc(/C(C)=N/NC(=O)c2ccccc2N)cc1	-2	4	1.8	4	-8	0	-1	-2	4	1
O=C(CN(CC1CCCO1)C(=O)CNS(=O)(=O)c1ccc(Cl)cc1)NCc1ccc(F)cc1 (stereo unspecified)	1	-2	0.5	-3	1	3	-2	-1	-1	1
O=C(Nc1ccc(S(=O)(=O)N2CCOCC2)cc1)c1ccccc1F	-1	3	-2.2	3	-6	0	-2	-2	2	12
COc1ccccc1C(N)=S	2	0	0.1	2	11	1	5	-2	4	-2
CC(C)CN1C(=O)CN(S(C)(=O)=O)CC1(C)C(=O)Nc1ccc2c(c1)OCCO2 (stereo unspecified)	-1	-2	-1.1	-2	1	-2	-1	1	.	3
O=C(c1cnc2sccn2c1=O)N1CCCc2ccccc21	2	1	-0.2	-1	-2	-3	-2	2	5	3
O=C(NCc1cc(C(F)(F)F)cc(C(F)(F)F)c1)c1cc(-c2cc(F)ccc2OCC2CCCO2)n[nH]1 (stereo unspecified)	3	-3	2.6	4	-8	4	0	1	.	0
O=C(O)c1cc(S(=O)(=O)O)cc(Nc2c3ccccc3nc3ccccc23)c1O	-8	11	-9.0	3	25	3	-2	7	13	12
N#CCSc1n[nH]c2nc3c(c(=O)n12)C1(CCCC1)Cc1ccccc1-3	3	9	0.0	6	1	2	3	50*	-4	2
C=CCOc1c(CNC2CCCC2)cc(Cl)cc1OC	3	9	-0.9	-1	-13	-5	6	-4	9	-3
O=C(CS(=O)(=O)c1ccccc1)NC1CCCCC1	2	-1	0.9	4	1	2	-3	-1	0	2
Cc1cccc(-n2ncc(C#N)c2N)c1	4	0	0.0	3	-7	1	1	-2	-3	4
CCOc1ccccc1OCCCC(=O)NC1CCCc2ccccc21 (stereo unspecified)	-3	-3	-0.3	3	-4	2	-1	-10	-9	6
COc1cc(OC)cc(-c2nc(N)n[nH]2)c1	3	-1	0.6	-2	-3	3	0	-2	14	9
COc1ccc2nc(COC(=O)c3cccc([N+](=O)[O-])c3)c(C(C)=O)[n+]([O-])c2c1	-3	1	-0.7	-5	-4	-1	0	0	-2	0
COc1ccc2oc(=O)c(-c3csc(Nc4cccc(O)c4)n3)cc2c1	1	-1	-2.5	7	11	0	2	23	-7	1
Cc1ccc(S(=O)(=O)NC(CN2CCOCC2)=NCCNS(=O)(=O)c2ccccc2)cc1	1	4	1.6	3	-16	-2	10	2	1	-8

Next section; it opens with the four that closed the last part.
SMILES	MBD2 DNA inh	PRMT1 FP inh	PG9 Ab binder	NR1D1 modulator	mABHD4 FP	LEDGF integ inh	UHRF1 MBD2 ctr	rCAG RNA binder	HTRA1 inh	TCR-CD3 inh
COc1cc(OC)cc(-c2nc(N)n[nH]2)c1	3	-1	0.6	-2	-3	3	0	-2	14	9
COc1ccc2nc(COC(=O)c3cccc([N+](=O)[O-])c3)c(C(C)=O)[n+]([O-])c2c1	-3	1	-0.7	-5	-4	-1	0	0	-2	0
COc1ccc2oc(=O)c(-c3csc(Nc4cccc(O)c4)n3)cc2c1	1	-1	-2.5	7	11	0	2	23	-7	1
Cc1ccc(S(=O)(=O)NC(CN2CCOCC2)=NCCNS(=O)(=O)c2ccccc2)cc1	1	4	1.6	3	-16	-2	10	2	1	-8
O=C(NCc1n[nH]c(=S)n1-c1cccc(Cl)c1)c1cccs1	4	0	-0.8	-1	-4	4	0	1	-6	3
FC(F)(F)c1cc(Cl)c2nc(-c3ccco3)c(Cc3ccccc3C(F)(F)F)n2c1	5	47*	-0.2	-8	-2	8	21*	58*	.	6
COc1ccc(NC(=O)CCN2CCN(S(=O)(=O)c3cc(Cl)ccc3Cl)CC2)cc1	10	-1	2.1	1	-11	0	8	-2	-9	-5
O=C(O)C(C/C(=N/O)c1ccc(Br)cc1)P(=O)(c1ccccc1)c1ccccc1 (stereo unspecified)	-2	7	1.5	-1	-1	-1	8	9	-2	-3
COc1ccccc1CNC(=O)CN(C)S(=O)(=O)c1cccc2cccnc12	-2	-5	-1.1	-4	3	3	-1	-5	0	-1
COc1ccccc1-n1c(SCC(=O)O)nc2sc3c(c2c1=O)CCC3	0	2	1.4	-6	3	-1	0	5	4	1
O=S(=O)(N/N=C\c1ccccc1O)c1ccc(Cl)cc1	4	5	-2.7	-1	6	2	-2	6	-7	-6
COCCN=c1scc(-c2ccccc2)n1/N=C/c1c[nH]c2ccccc12	0	2	-1.1	7	21	-2	2	11	20	-6
COc1ccc(C(=O)/C=C(\Nc2ccc(Br)c(C)c2)c2ccc(OC)cc2OC)c(OC)c1	-1	-1	.	0	2	-3	1	8	.	.
O=C(CN1CCN(S(=O)(=O)N2CCCCCC2)CC1)Nc1ccc(F)cc1	-2	-2	-2.2	-1	3	3	-2	1	-6	1
CC(=O)Nc1nnc([N+](=O)[O-])s1	-4	-3	0.0	-5	4	5	2	2	3	-6
O=c1nc2ccccc2c2n1CC(CN1CCN(c3ccc(F)cc3)CC1)N2 (stereo unspecified)	-3	-3	-0.8	6	1	0	1	-4	4	4
COCC(=O)Nc1ccc(C)c(Cl)c1	-1	-3	-1.1	-6	6	0	1	0	2	6
O=C(Nc1ccc([N+](=O)[O-])cc1)c1ccc(Cn2cc([N+](=O)[O-])cn2)cc1	-3	0	0.8	-1	4	1	0	8	-10	9
Cc1ccc(OCC(=O)N/N=C\c2cn(C)c3ccccc23)c([N+](=O)[O-])c1	-4	-2	-0.2	1	3	-1	-3	7	1	6
Cc1cc(SCC(=O)Nc2ccccc2)n2ncc(-c3ccccc3)c2n1	-1	0	-3.7	10	-5	-3	-1	19	-8	1
Cc1nc2c(OCCN3C(=O)c4ccccc4C3=O)cccn2c1N(C)C(=O)CCC1CCCC1	5	-3	-2.2	7	6	-2	-1	3	.	-2
N#CC1=C(N)C2=CCCC[C@H]2[C@H](c2ccccc2)C1(C#N)C#N	6	24*	-1.1	1	-4	0	3	7	0	-3
O=C(CSc1nncs1)NCc1ccc2c(c1)OCO2	-3	-4	2.4	-2	6	-1	-4	0	0	-10
CCCCCCCCN1C(=O)[C@@H](CC(=O)NCCCOC)C[C@@]2(C(=O)OC)C1=C[C@H](C(C)(C)C)O[C@@H]2C	-2	2	0.7	2	1	0	-3	4	.	6
CC(=O)OCC1=C(C(=O)O)N2C(=O)C(NC(=O)c3ccc(COc4c(C)cccc4Cl)o3)C2SC1 (stereo unspecified)	13	47*	0.0	-3	3	-3	9	26	-16	2
COc1cc(/C=C/c2cccc[n+]2C)ccc1OCC(=O)Nc1ccccc1	0	2	-1.5	-3	-2	0	-3	0	-4	6
COc1cccc(CNCCO)c1OCc1ccc(Cl)cc1	3	5	0.6	-8	5	0	0	3	0	-4
CN(C)S(=O)(=O)c1ccc(C(=O)N2CCN=C2SCc2cccnc2)cc1	0	7	-0.9	4	-4	0	0	-3	3	1
Cc1cc(C)n(-c2nc3ccccc3s2)n1	-2	-2	-1.3	-4	6	2	0	0	3	9
CCCS(=O)(=O)c1nc(S(=O)(=O)c2ccc(C)cc2)c(N2CCC(O)CC2)s1	4	1	-0.7	-1	0	-1	1	-2	-9	2
CCOC(=O)Cc1csc(SCc2nc3sc4c(c3c(=O)[nH]2)CCC4)n1	-2	-4	0.8	-1	1	-4	-3	-2	1	2
Nc1cc(OC(=O)c2ccco2)nn1S(=O)(=O)c1ccc(F)cc1	3	0	-2.9	4	0	3	0	-2	-1	-2
CCc1nc(C)c(C#N)c2cc(OC)c(OC)cc12	-8	0	-0.2	0	2	2	-2	-1	-7	10
O=C(CSc1nc2ncccc2[nH]1)c1ccc2c(c1)OCO2	0	-2	-0.9	6	-2	3	-1	0	.	1
CC(C)c1c(O)nc(SCCN2CCOCC2)[nH]c1=O	1	-1	-1.1	3	-2	-9	1	-3	2	0
C=CCSC1=NNC(c2ccc(C(C)(C)C)cc2)=NN1	0	-4	-1.4	11	-4	0	-2	-3	-5	5
Cc1cc(N=Nc2ccccc2C(=O)O)c(C)c(C)c1O	-12	3	-0.7	18	13	-1	-10	50*	10	-6
COC(=O)C[C@H]1CC[C@H](NC(=O)Nc2ccccc2OC)[C@@H](CO)O1	1	-1	-0.3	5	5	1	-1	-2	.	-6
CC(C)(C)/C=N/NC(=O)CNC(=O)c1ccc2c(c1)OCCO2	2	1	-1.9	-2	-2	-1	9	-1	1	4
COc1ccc(NC(=O)CNC(=O)C23CC4CC(CC(C4)C2)C3)c(OC)c1	-4	0	-0.5	2	5	3	-1	-3	-6	0
Cn1cccc1Cc1nnc(SCC(N)=O)n1CCc1ccccc1	0	6	-0.3	9	3	2	-1	5	9	1
CCCc1cc(=O)oc2cc(OCC(=O)NC3CC(C)(C)NC(C)(C)C3)ccc12	-3	1	-1.3	-8	4	1	14	5	-3	5
COc1cc(OC)cc(C(=O)NC2CCN(C(=O)N3c4ccccc4Sc4ccccc43)CC2)c1	1	0	-1.4	-2	1	-3	1	1	-88	3
CCCCCCC(=O)NCC(=O)OCC(=O)c1ccccc1	10	2	0.7	2	-18	-1	6	3	-1	1
CC(C)CN(CC(C)C)C(=O)COn1nnc2ccc(S(=O)(=O)N3CCOCC3)cc21	-7	-8	-1.6	-3	-3	3	-1	-2	-3	3
O=C(CCNC(=O)c1ccc([N+](=O)[O-])cc1)Nc1ccccc1N1CCOCC1	-4	1	0.0	-3	8	-4	-1	1	-3	4
CC(C)C(=O)Nc1ccc2c(c1)C(=O)NC2=O	-1	5	0.0	-2	-2	-1	3	-1	2	-3
CC1CCN(C(=O)c2[nH]cnc2C(=O)Nc2cccc(Cl)c2)CC1	5	3	0.0	-4	-5	6	11	1	-13	-3
Cc1cc(C(=O)N2CCc3ccccc3C2)c(C)o1	-6	2	-0.2	3	3	0	-5	0	3	9
CCOc1ccc(S(=O)(=O)N2CCOCC2)cc1NC(=O)C1CCC1	10	4	0.2	-10	-11	-2	5	-7	2	2
O=C(COC(=O)c1ccccc1NS(=O)(=O)c1cccs1)NCC12CC3CC(CC(C3)C1)C2	-7	-2	-3.3	3	-18	3	-6	13	-45	4
